GalR3 antagonist = human GalR3 antagonism; O60755; 0.44% of 360,000 active; HEK293 GalR3-CNG cAMP membrane potential fluorescence; galR3 body fused to GalR1 C-terminus; inhibition, % at 3 µM;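 active = inhibition above the screen-wide average plus 3 SD, cut at about 13% in these data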;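 also: forskolin and galanin both at EC90 stimulate the cells; cAMP rise reported by CNG channel membrane potential dye signal; 0% = forskolin plus galanin with DMSO and 100% = forskolin alone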
Target sequence (O60755 1-299 limits assumed): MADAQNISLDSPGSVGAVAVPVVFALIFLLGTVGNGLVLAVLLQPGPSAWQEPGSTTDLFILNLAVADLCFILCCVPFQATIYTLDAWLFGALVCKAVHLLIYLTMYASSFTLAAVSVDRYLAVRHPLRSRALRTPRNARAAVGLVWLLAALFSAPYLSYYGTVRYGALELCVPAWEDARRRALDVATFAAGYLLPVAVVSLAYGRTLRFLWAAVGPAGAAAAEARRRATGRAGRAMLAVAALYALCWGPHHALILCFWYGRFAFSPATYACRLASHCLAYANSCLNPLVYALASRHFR
CRFR2-BP antag = blocks CRF-induced signaling of the CRF-BP/CRF-R2 complex | HEK293 CRF-R2/CRF-BP, CRF-induced calcium fluorescence | inhibition, % at 11.8 µM | 0.59% of 350,000 active | AID 588475;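 active = inhibition of the ligand-induced calcium signal above about 50% at the single tested concentration, limit read from the data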
CRFR2-BP ag = agonists of human CRF-binding protein/CRF-R2 receptor complex | 0.46% of 350,000 active | activation, % at 13.2 µM | AID 588473 | HEK293 CRF-R2/CRF-BP, calcium dye fluorescence (FLIPR); percent of saturating CRF peptide response;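 active = activation of at least 50%, plus an integration ratio under a set limit after plate pattern correction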;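 also: plate controls were neutral control wells without compound for no effect and CRF at EC100 for full effect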
Active calls of the source: *. This is a subset; rates above refer to the full screens.

Second line of a record – GalR3 antagonist, CRFR2-BP antag, CRFR2-BP ag
CN(CC1COc2ccccc2O1)C(=O)c1ccc(Cl)c(S(=O)(=O)N2CCCCCC2)c1 (centres undefined)
 : -7, 14, 0.4
O=c1[nH]cc(CCCc2ccccc2)c(=O)[nH]1
 : -5, -20, -1.3
CN(Cc1ccccc1)C(=O)COC(=O)c1cc(=O)c2ccccc2o1
 : -4, 9, -2.6
O=C(c1cn(Cc2ccccc2)nc1-c1ccccc1)N1CCN(c2ccccn2)CC1
 : -4, -16, 0.3
C#CCOCCOCCOCCNc1nc(N2CCN(C(=O)[C@H](C(C)C)n3cc(CCO)nn3)CC2)nc(N2CCN(C(=O)[C@H](Cc3ccc(O)cc3)n3cc(CCO)nn3)CC2)n1
 : -1, -5, 1.0
COc1ccc(OC)c(-c2csc(NC(=O)CSCc3c(C)noc3C)n2)c1
 : -2, 5, 0.4
COc1ccccc1NC(=O)CCc1nc2sc3c(c2c(=O)[nH]1)CCCC3
 : -4, -19, -1.0
COc1ccc(C(=O)OCC(O)COC(=O)c2ccc(OC)cc2)cc1
 : -1, -27, 12
CCCC(=O)NC(=S)Nc1ccc(S(=O)(=O)N2CCc3ccccc32)cc1
 : 0, -5, 1.5
Cc1ccccc1NC(=O)C(C)OC(=O)C1CCCO1 (centres undefined)
 : -2, 2, -0.4
Nc1ccc(C(=O)N2CCN(S(=O)(=O)c3ccc(Cl)s3)CC2)cc1[N+](=O)[O-]
 : 1, -4, -0.9
CN(C(=O)c1cccc(NC(=O)Cc2ccc(NC(=O)C3CCN(C(=O)c4ccccc4)CC3)cc2)c1)C1CCCCC1
 : -5, 23, 3.6
O=C(OC(C(=O)NC1CCCCC1)c1ccc(C(F)(F)F)cc1)c1ccco1 (centres undefined)
 : -4, -10, 1.9
COc1ccccc1C(=O)N1CCN(c2nc3cc(C)cc(C)c3cc2C#N)CC1
 : -4, 7, -1.1
Cc1n[nH]c(=O)c2c(NC(=O)CSc3ccccc3F)oc(C)c12
 : -2, 8, -2.2
COC(=O)C[C@H](NC(=O)Cn1cnc2c(NCc3ccccc3)ncnc21)C(=O)OC
 : -6, -2, -4.7
C(=NN1CCCCCC1)c1ccc2ccccc2n1
 : -5, -5, -0.5
COc1ccccc1NC(=O)COC(=O)COc1ccccc1F
 : 0, 4, -0.1
CCCCCCN1C[C@@H](O)[C@H](n2cc(COC(=O)c3ccccc3)nn2)C[C@@H]1c1ccc(Cl)cc1
 : -6, -7, 3.0
O=[N+]([O-])c1cccc(N=Nc2ccc(O)cc2O)c1
 : -4, 31, 3.8
O=C(NCc1ccco1)Nc1cccc2ccccc12
 : -4, 10, 0.7
COc1ccc(C(=O)OCC(=O)N2CCc3ccccc3C2)cc1OC
 : -4, 7, -4.7
Cc1ccc(S(=O)(=O)Nc2cccc(C(=O)NCC(c3ccccc3)N(C)C)c2)cc1F (centres undefined)
 : -5, -8, 1.1
CC(C)(C)OC(=O)N1CCC(NC(=O)c2nc[nH]c2C(=O)N2CCN(C(=O)OC(C)(C)C)CC2)CC1
 : -6, 7, -3.1
CCN(CC(=O)Nc1c(F)cccc1F)C(=O)Cc1csc(-c2ccc(OC)c(OC)c2)n1
 : -1, 7, -0.9
CN(C)S(=O)(=O)c1cccc(C(=O)Nc2cc(S(=O)(=O)N3CCOCC3)ccc2O)c1
 : -2, 11, -2.4
CCOC(=O)C(Cc1cc(N)c(Oc2ccc(OC)cc2)c(N)c1)NC(C)=O (centres undefined)
 : -1, 2, -3.2
O=C1C[C@@H]2c3c(cccc3CN1Cc1ccccc1F)C[C@@H](O)[C@H]2O
 : -3, -6, 0.2
CSc1nc(-c2ccccc2)nc(C(C)C)n1
 : -2, -2, 1.3
O=c1cc(-c2ccc(O)c(O)c2)oc2cc(O)c([C@@H]3O[C@H](CO)[C@@H](O)[C@H](O)[C@H]3O)c(O)c12
 : -2, 4, -1.5

Single records (already shown). Screens in order: GalR3 antagonist | CRFR2-BP antag | CRFR2-BP ag
Nc1ccc(C(=O)N2CCN(S(=O)(=O)c3ccc(Cl)s3)CC2)cc1[N+](=O)[O-] is entered as 1 | -4 | -0.9
COc1ccc(C(=O)OCC(O)COC(=O)c2ccc(OC)cc2)cc1 is entered as -1 | -27 | 12

Next part
Second line of a record – GalR3 antagonist, CRFR2-BP antag, CRFR2-BP ag
CN(C(=O)COc1coc(CN2CCN(c3ccccc3)CC2)cc1=O)c1ccccc1
 : -3, 45, -0.4
Cc1noc(C)c1C(=O)NC(Cc1c[nH]c2ccccc12)C(=O)O (centres undefined)
 : -3, -4, -0.9
O=C1N[C@@H](c2ccccc2)COC(=O)[C@H](Cc2ccc(F)cc2)C/C=C\C[C@@H]1CC(=O)N(CCO)Cc1ccccc1
 : -5, -5, -2.0
COc1ccc(Cl)cc1NC(=O)COc1ccc2c(c1)OCO2
 : 1, 3, -0.8
COc1ccc(/C=C2/SC(=O)N(CCNC(=O)C3CC(=O)N(Cc4ccccc4)C3)C2=O)cc1 (centres undefined)
 : -7, 7, -1.2
O=C1C(CN2CCCC2)CCCC1CN1CCCC1 (centres undefined)
 : 15*, -7, 0.1
COc1ccc(C(=O)NC(=S)N2CCN(c3ccccc3O)CC2)cc1
 : -4, -3, -2.6
O=C(O)C(Oc1ccc2ccccc2c1)c1ccccc1 (centres undefined)
 : 0, 14, 0.5
Cc1ccc(S(=O)(=O)N2[C@H](c3cccc(Cl)c3)CC(=O)[C@@H]3CN(S(=O)(=O)c4ccccc4C)[C@H](c4ccc(Cl)cc4)C[C@@H]32)cc1
 : -7, 9, 1.3
CCN(CC)CCNC(Cc1ccccc1)c1cccc(OC)c1 (centres undefined)
 : -7, 17, 12
Cn1nnnc1SCC(=O)Nc1nc2c(F)c(F)c(F)cc2s1
 : 6, 8, -0.5
CC(C)CN(C(=O)CC1CCCC1)c1c(N)n(Cc2ccccc2)c(=O)[nH]c1=O
 : 0, 3, -1.8
OC(CSc1ccccc1)CN1CCN(c2ccc(Cl)cc2)CC1 (centres undefined)
 : -5, -40, 2.1
O=C(COC(=O)Cc1ccc(Cl)cc1)NCc1ccc2c(c1)OCO2
 : 0, 14, -7.3
Cc1ccccc1Nc1nnc(SCC(=O)NCC2CCCO2)s1 (centres undefined)
 : -5, 10, -1.1
CC(C)(C)c1ccc(C(=O)NCc2nnc(SCC(=O)N3CCCC3)o2)cc1
 : -8, 5, 0.9
CC(C)Cc1nnc(NC(=O)CCNC(=O)c2ccccc2Cl)s1
 : -5, 3, -0.2
O=S(=O)(c1ccc(Cl)cc1)N1CCCC(c2nc(-c3ccc(F)cc3)no2)C1 (centres undefined)
 : -4, 0, 2.5
O=C(Cc1c(F)cccc1Cl)Nc1cccc(S(=O)(=O)NC2=NCCCCC2)c1
 : 1, 21, -2.6
COc1cccc(C(=O)NCC(c2ccco2)N2CCOCC2)c1 (centres undefined)
 : -5, 4, 0.8
COc1ccc(C(=O)Nc2ccc(Cl)c(S(=O)(=O)N3CCOCC3)c2)cc1
 : -5, -24, 1.1
Cn1nc(C(=O)NNC(=O)c2cccc(Cl)c2)c2ccccc2c1=O
 : -5, 4, -0.7
CCOC(=O)CCC1(C(=O)OC)C(=O)CCCCCC=C1C(=O)OC (centres undefined)
 : -5, 42, 6.1
C[C@H]1CN([C@@H](C)CO)C(=O)CCCn2nncc2CO[C@H]1CN(C)C(=O)CCC(F)(F)F
 : -2, -3, 3.2
Cc1cccc(NS(=O)(=O)c2ccc(C)c(C(=O)NCC(c3cccs3)N(C)C)c2)c1 (centres undefined)
 : 0, -8, 1.4
CC(=O)Nc1cccc(NCC(=O)Nc2cc(S(=O)(=O)N3CCCCC3)ccc2Cl)c1
 : -4, -4, -4.1
CC(C)(C)NC(=O)[C@]1(C)CCC[C@@]2(C)C3CC[C@@]4(C)C[C@]3(CCC21)CC4=O (some centres undefined)
 : -3, 3, 0.4
CCc1ccccc1NC(=O)CN1CCN(C(=O)CNC(=O)c2ccc(N3CCCC3=O)cc2)CC1
 : 0, 24, 5.6
Cc1ccc(NC(=O)CSCC(=O)NC2(C)CCS(=O)(=O)C2)cc1 (centres undefined)
 : -4, 8, 0.2
CCN(CC(=O)Nc1ccc(C#N)cc1)CC(=O)Nc1ccc2c(c1)OCCO2
 : 5, -12, 1.4

Second line of a record – GalR3 antagonist, CRFR2-BP antag, CRFR2-BP ag
CN(CC1CCCN(CCc2ccccc2F)C1)C(=O)c1cc2ccccc2o1 (centres undefined)
 : -11, 2, -1.1
C/C(=N\OCC(=O)OCC(=O)NC(=O)c1ccc(OC(F)F)cc1)c1ccc2c(c1)OCO2
 : -5, 2, 1.0
C#CCN1[C@@H]2CCN(C2)c2cc(Br)ccc2S1(=O)=O
 : -4, 15, 0.1
Cc1cc(NC(=O)CSc2ccnc(=O)[nH]2)no1
 : -3, 12, -0.4
O=C(Cn1ccc(NC(=O)OCc2ccccc2)nc1=O)NCCCN1CCCC1=O
 : -7, -5, -0.3
COc1cccc(SCc2noc(C(=O)NC(C)C)c2C(=O)NC(C)C)c1
 : -2, -6, -2.8
O=C(Nc1ccccc1)C1=C(Nc2ccccc2)CSC1
 : -4, -1, 6.1
Cc1cc(C)cc(C(=O)NCC(=O)N2CCC(C(N)=O)CC2)c1
 : -3, 3, 0.1
Cc1cc(C)c(C)c(SCC(=O)Nc2oc(C)c3c(C)n[nH]c(=O)c23)c1C
 : 2, -21, 0.7
N#Cc1ccc(C(=O)OCCc2cc3ccccc3c(=O)o2)cc1
 : -3, -3, -1.8
CC1(C)CC[C@]2(CO)CC[C@]3(C)C(=CCC4[C@@]5(C)CC[C@H](O)[C@@](C)(CO)C5CC[C@]43C)[C@@H]2C1 (some centres undefined)
 : -5, -9, -1.0
CCN(CC)S(=O)(=O)c1ccc(N2CCCC2)c(NC(=O)CN2C(=O)NC3(CCCC3)C2=O)c1
 : -3, 6, -1.3
COc1ccc(OC)c(-c2cc(C(=O)N/N=C/c3ccc(F)cc3)c3ccccc3n2)c1
 : 1, -12, 1.8
Cc1noc(C)c1S(=O)(=O)N(C)C[C@@H]1OCc2cnnn2CCCC(=O)N([C@H](C)CO)C[C@@H]1C
 : -5, 6, -1.4
c1c[nH]c(CN2CCN(Cc3ncc[nH]3)CC2)n1
 : -4, 22, -1.0
CCN(CC)S(=O)(=O)c1ccc(N2CCOCC2)c(NC(=O)c2nn(C)c(=O)c3ccccc23)c1
 : 0, 6, 0.1
Cc1c(NC(=O)[C@@H](NC(=O)c2ccc(Cl)c([N+](=O)[O-])c2)C(C)C)c(=O)n(-c2ccccc2)n1C
 : -5, -9, -0.4
CCOC(=O)C1CCCN(C(=O)c2cccc(N3C(=O)c4ccccc4C3=O)c2)C1 (centres undefined)
 : -1, -2, -0.7
COc1cc(OC)cc(-c2c(-c3cccs3)c3cc(-c4cnc(OC)nc4)ccc3n2C)c1
 : -5, 20, -0.7
CCN(CC)S(=O)(=O)c1ccc(N2CCOCC2)c(NC(=O)COc2ccc(OC)cc2)c1
 : -4, 0, 0.0
C[C@H]1CN([C@@H](C)CO)S(=O)(=O)c2ccc(Br)cc2O[C@H]1CN(C)C(=O)c1cnccn1
 : -7, 7, 1.9
Cc1ccc(S(=O)(=O)N2[C@@H](c3ccc(Br)cc3)C(C(=O)O)=C[C@H]2C(C)(C)C)cc1
 : -4, 27, 0.9
Cn1cc(C(=O)N/N=C/C2=C(N3CCOCC3)C(=C/c3ccc([N+](=O)[O-])cc3)/CC2)ccc1=O
 : 0, 9, -0.9
CCC(C)N(C(=O)COC(=O)CN=C1NS(=O)(=O)c2ccccc21)C1CCS(=O)(=O)C1 (centres undefined)
 : -6, -9, 3.7
O=C(Nc1ccc(F)cc1)C(c1ccccc1)N1CCN(CC(=O)N2CCOCC2)CC1 (centres undefined)
 : -5, -3, -0.6
Cc1ccsc1C(=O)OCC(=O)c1cc(C)n(C)c1C
 : -4, -6, 0.3
CC[C@@H]1C=C(C(=O)O)[C@H](c2ccc(C#N)cc2)N1S(=O)(=O)c1ccc(C)cc1
 : 11, 3, -2.5
CCOC(=O)[C@H]1[C@H]2COc3ccc(Cl)cc3[C@@H]2N2C(=O)CN(Cc3ccc(OC)cc3)C(=O)[C@@]12C
 : -4, -7, -0.8
CC1(c2ccccc2)C(C#N)C(=O)NC(=O)C1C#N (centres undefined)
 : -3, 0, -0.4
COc1ccc(C(CNC(=O)COc2cccc(C(F)(F)F)c2)N2CCCC2)cc1 (centres undefined)
 : -9, -7, 0.4

Just GalR3 antagonist, for some of the entries so far:
SMILES,GalR3 antagonist
C#CCOCCOCCOCCNc1nc(N2CCN(C(=O)[C@H](C(C)C)n3cc(CCO)nn3)CC2)nc(N2CCN(C(=O)[C@H](Cc3ccc(O)cc3)n3cc(CCO)nn3)CC2)n1,-1
COc1ccc(OC)c(-c2csc(NC(=O)CSCc3c(C)noc3C)n2)c1,-2
COc1ccccc1NC(=O)CCc1nc2sc3c(c2c(=O)[nH]1)CCCC3,-4
COc1ccc(C(=O)OCC(O)COC(=O)c2ccc(OC)cc2)cc1,-1
CCCC(=O)NC(=S)Nc1ccc(S(=O)(=O)N2CCc3ccccc32)cc1,0
Cc1ccccc1NC(=O)C(C)OC(=O)C1CCCO1 (centres undefined),-2

Later entries.
Second line of a record – GalR3 antagonist, CRFR2-BP antag, CRFR2-BP ag
C[C@@H]1CN([C@H](C)CO)C(=O)c2cc(NC(=O)Nc3ccc(C(F)(F)F)cc3)ccc2O[C@H]1CN(C)S(=O)(=O)c1ccccc1
 : -4, -7, 0.9
Cc1ccc(NC(=O)COC(=O)CN2CCCCCC2=O)c(C)c1
 : 5, 7, 1.0
CC(=O)c1ccsc1-c1c(C)cc2oc(=O)cc(-c3ccccc3)c2c1C
 : -9, 14, -2.2
CC1(C2CCC3(C)OC3C2)CO1 (centres undefined)
 : -3, -7, 0.8
CC(O)(c1ccc(Cl)cc1)C(c1ccccc1)c1ccccn1 (centres undefined)
 : -6, 30, -2.1
Cc1cccc(CNc2ncnc3[nH]ncc23)c1
 : -5, -5, -3.4

Compound activity as filed in PubChem.
